Screening results as filed in PubChem BioAssay.
RXFP1 ag – agonists of human relaxin receptor RXFP1 | Q9HBX9 | HEK293T-RXFP1 cAMP TR-FRET, 30 min; response scale: percent of porcine relaxin response, buffer zero | Potency, µM (series often up to 57.5 µM), for inactives: at the highest dose activation, most hits filed as activators | actives 0.3% (n = 370,000); further: potency means the concentration at half of the fitted maximal effect; on the % scale 0 is the no-effect control and ±100 the full control effect; nearly all actives have a fitted effect of over 60% in size; many of its hits are not listed in these tables
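HEK293 cells stably expressing RXFP1, treated 30 min at 37C with compounds plus PDE4 inhibitor Ro 20174; cAMP measured by HTRF TR-FRET. Normalized to buffer and 29 nM porcine relaxin; EC50 by Hill fit.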
Vif-APOBEC3G blk – blocks the Vif interaction with human APOBEC3G; HeLa A3G-eYFP + Vif (tagged APOBEC3G with the HIV-1 protein that degrades it), YFP fluorescence, overnight; Potency, µM (doses to about 46.1 µM), for the others: top-dose activity, negative = active, most hits filed as inhibitors; actives 0.076% (n = 410,000);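 further: potency means the concentration at half of the fitted maximal effect; on the % scale 0 is the no-effect control and ±100 the full control effect; nearly all actives have a fitted effect of over 60% in size; hits raise eYFP signal because A3G escapes Vif-driven loss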
Target sequence (Q9HC16 whole entry, looked up): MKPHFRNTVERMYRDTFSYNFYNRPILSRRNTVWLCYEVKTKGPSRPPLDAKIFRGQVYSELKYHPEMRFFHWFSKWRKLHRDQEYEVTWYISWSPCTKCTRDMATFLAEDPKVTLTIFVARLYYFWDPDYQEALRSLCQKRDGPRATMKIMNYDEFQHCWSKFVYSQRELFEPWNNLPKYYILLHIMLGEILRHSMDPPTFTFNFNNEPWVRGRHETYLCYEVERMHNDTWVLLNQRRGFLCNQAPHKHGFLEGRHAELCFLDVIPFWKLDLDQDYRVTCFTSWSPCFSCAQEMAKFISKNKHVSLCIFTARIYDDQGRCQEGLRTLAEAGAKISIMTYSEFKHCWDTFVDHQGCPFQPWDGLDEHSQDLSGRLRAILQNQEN
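Read-out is eYFP fluorescence (Ex 488/Em 500-530) from Vif-expressing HeLa A3G-eYFP cells; more signal means A3G escaped Vif-mediated degradation. Cells plated overnight, compound pinned in, incubated overnight at 37 deg C.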
Vif-A3F inh – blocks the Vif interaction with APOBEC3F. HeLa A3F-eYFP + Vif (tagged APOBEC3F with the HIV-1 protein that degrades it), YFP fluorescence increase. Potency, µM (highest dose often 46.1 µM), without a hit: at the highest dose activity, negative = active. actives 0.2% (n = 390,000). AID 602313; further: potency means the concentration at half of the fitted maximal effect; % of control where 0% means no effect; nearly all actives have a fitted effect of over 65% in size
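HeLa cells stably expressing Vif plus C-terminally eYFP-tagged A3F were seeded, incubated overnight at 37 deg C, dosed with compound, incubated overnight again at 37 deg C. Yellow fluorescence (Ex 488/Em 500-530) reported blocked Vif-mediated A3F-eYFP degradation.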
D1 antagonist – antagonists of human D1 dopamine receptor; P21728; HEK293 TREx D1 cells, calcium flux, dopamine EC80; hits give low values; activity change, negative = inhibition, % at 10 µM; actives 3.2% (n = 360,000); in the data active means activity change below about -30%; further: on the % scale 0 is the no-effect control and ±100 the full control effect
Target sequence (P21728 whole entry, looked up): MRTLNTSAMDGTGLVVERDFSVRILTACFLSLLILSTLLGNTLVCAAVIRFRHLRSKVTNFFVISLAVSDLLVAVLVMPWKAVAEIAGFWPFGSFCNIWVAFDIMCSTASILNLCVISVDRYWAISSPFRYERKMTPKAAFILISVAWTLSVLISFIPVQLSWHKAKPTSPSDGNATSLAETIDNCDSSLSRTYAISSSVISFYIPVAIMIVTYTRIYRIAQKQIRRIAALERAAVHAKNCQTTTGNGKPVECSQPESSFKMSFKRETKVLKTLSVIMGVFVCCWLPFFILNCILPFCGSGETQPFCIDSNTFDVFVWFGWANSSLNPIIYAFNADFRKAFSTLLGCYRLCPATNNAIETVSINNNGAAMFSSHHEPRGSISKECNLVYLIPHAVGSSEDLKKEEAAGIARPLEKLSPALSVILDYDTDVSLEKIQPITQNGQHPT
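Antagonism measured as reduced calcium response to an EC80 dopamine addition following 180 s compound pre-read; cells were inducible HEK293 Trex D1 plated overnight at 30 C, read kinetically at 1 cycle/sec.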
D2 potentiator – positively modulates the human D2 dopamine receptor allosterically; P14416; HEK293 T-REx D2, calcium flux, EC20 dopamine potentiation; potentiation, % at 10 µM; actives 0.34% (n = 340,000); AID 485347;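 active means potentiation over 3 SD above the plate norm, cut at about 30% in these data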; further: 0% is about no effect
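Calcium flux readout, no-wash dye, 1 read/s. Inducible HEK293 Trex D2 line, overnight 30 C. Compound alone 180 s (agonist flags), then EC20 dopamine, another 180 s to score potentiation.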
LDHA inh – blocks human lactate dehydrogenase A | P00338 | purified LDHA, NADH/diaphorase-resazurin fluorescence; hits give low values | activity change, % (values are at about 110 or 230 µM) | actives 0.15% (n = 480,000) | AID 1347041; in the data active means activity change below about -30%; inconclusive means mostly about -25% to -30%;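 further: plate controls were DMSO wells for no effect and wells without enzyme for full effect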
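Enzyme activity of human lactate dehydrogenase 5 (2 nM; 0.06 mM NADH, 0.2 mM pyruvate, 5 min, RT) is measured via a resazurin/diaphorase fluorescence readout of residual NADH.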
Glioma ERSR ind – inducers of ER stress response in human glioma cells; Potency, µM, inactives show top-dose activation, actives largely listed as activators; AID 602332; actives 0.02% (n = 420,000); U87-MG GRP78 promoter luciferase reporter, 16 h; further: potency means the concentration at half of the fitted maximal effect; series mostly up to about 76 µM; % of control where 0% means no effect; nearly all actives have a fitted effect of over 35% in size
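ERSR induction read as luciferase luminescence (Bright-Glo, 10 min at room temperature) in stably transfected human U87-MG glioma cells exposed to compounds for 16 h, using GRP78 as sensor.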
D1 ag – agonists of human D1 dopamine receptor; HEK293 T-REx D1 cells, calcium flux, agonist mode; activation, % at 2 µM; actives 1% (n = 360,000); AID 504660; in the data active means activation above about 30%; further: 0% is about no effect
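Agonism was scored from calcium flux recorded over 180 s (1 read/s) after pintool compound addition, following a 10-cycle baseline. Cells were inducible force-coupled HEK293 TREx D1, plated overnight at 30 C and loaded with no-wash calcium dye.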
D1 potentiator – enhances dopamine response at the human D1 receptor; P21728; HEK293 TREx D1 cells, calcium flux, dopamine EC20 potentiation; potentiation, % at 10 µM; actives 0.036% (n = 360,000); in the data active means potentiation above about 30%; further: 0% is about no effect
Starred values were filed as active, the others as inactive; ? = inconclusive; nt = not tested or not shown. Unless noted, the call rests on the fitted dose curve; in most records, active means well fitted curve in the direction sought with a large enough effect; inconclusive means small, poorly fitted or top-dose-only effect, or another doubt; inactive means no such curve, though single readings can be large; an effect the other way counts as inactive or inconclusive.

canonical_smiles,D2 potentiator,D1 antagonist,D1 ag,RXFP1 ag,Glioma ERSR ind,LDHA inh,D1 potentiator,Vif-A3F inh,Vif-APOBEC3G blk
O=S1(=O)CC(N2CCCCC2)C(N2CCCCC2)C1 (stereo not given),-1,-1,3,0.4%,-5%,-4,-2,4%,1%
CC(C)OCCCN(C)C1CCN(S(=O)(=O)c2ccc(-c3cc(C(F)(F)F)no3)s2)CC1,18,-27,29,0.3%,-7%,-8,-8,2%,-1%
Cc1cccc(/C=N\Nc2cn[nH]c(=O)c2Cl)c1,-5,-23,0,-0.5%,9%,6,-7,1%,-16%
CCC[C@@H](CN1CCC[C@H]1CN1C(N)=NC[C@H]1C(C)C)N1C[C@@H](Cc2ccccc2)N(CCCC2CCCC2)C1=N,nt,nt,nt,nt,-1%,-5,nt,-3%,1%
CC1=Nn2c(nc3sc4c(c3c2=O)CCCC4)SC1,5,-3,2,-0.2%,1%,3,4,-6%,-2%
CC(C(=O)N(C)C1CCS(=O)(=O)C1)N1C(=O)/C(=C/c2ccc(F)cc2)SC1=S (stereo not given),-3,-42*,12,-0.4%,-9%,1,-5,-1%,3%
CCN(C(=O)COC(=O)CSc1cc(C)c2ccccc2n1)c1ccccc1,2,4,6,3.3%,-7%,1,-13,5%,-1%
Cc1cccc(NC(=O)CCn2ccnc2C)c1,-18,-13,6,2.6%,7%,-3,0,0%,0%
CCn1c(CCNC(=O)c2ccc(OC)cc2)nnc1SCc1ccc(Cl)cc1Cl,nt,1,1,6.3%,-5%,1,2,3%,4%
CCNc1nc(NC(C)C)nc(N(C)C#N)n1,18,-3,0,2.1%,0%,-10,-7,1%,1%

Full records as entered above. Screens in order: D2 potentiator	D1 antagonist	D1 ag	RXFP1 ag	Glioma ERSR ind	LDHA inh	D1 potentiator	Vif-A3F inh	Vif-APOBEC3G blk
O=S1(=O)CC(N2CCCCC2)C(N2CCCCC2)C1 (stereo not given) is listed with -1	-1	3	0.4%	-5%	-4	-2	4%	1%
CC(C)OCCCN(C)C1CCN(S(=O)(=O)c2ccc(-c3cc(C(F)(F)F)no3)s2)CC1 is listed with 18	-27	29	0.3%	-7%	-8	-8	2%	-1%

The listing continues:
canonical_smiles,D2 potentiator,D1 antagonist,D1 ag,RXFP1 ag,Glioma ERSR ind,LDHA inh,D1 potentiator,Vif-A3F inh,Vif-APOBEC3G blk
N#C/C(=C\c1ccc(-c2ccc(Br)cc2)o1)C(=O)NCCc1c[nH]c2ccccc12,2,-34*,3,0.1%,-1%,-7,-6,2%,0%
CCN(CC)CCn1c2c(c(SCC(=O)Nc3nccs3)nc1=O)CCCC2,-12,-7,0,1.8%,-4%,-5,9,-15%,3%
O=C(COC(=O)c1cc(=O)[nH]c2ccccc12)NC1CCCCC1,nt,nt,nt,nt,-2%,0,nt,0%,0%
COc1ccc(Cl)cc1NC(=O)COC(=O)C1CCCCC1,-3,-12,2,-2.1%,2%,1,2,1%,0%
COc1ccc(NC(=O)CSc2nc(-c3ccccc3)nc3cc(=O)[nH]n23)cc1,-7,13,1,0.6%,-1%,-4,2,3%,-12%
S=C(Nc1ccccc1)Nc1ccc(Cl)cc1Cl,-10,-10,3,-0.4%,7%,-3,9,-3%,1%
Cc1ccc(CNC(=O)NC23CC4CC(CC(C4)C2)C3)cc1,-2,-5,3,2.4%,2%,-3,-7,-10%,-6%
COc1cc(C=NO)nc(-c2ccccn2)c1,nt,nt,nt,nt,-4%,4,nt,-19%,-10%
CCc1ccccc1NC(=O)CN1C(=O)COc2ccc(S(=O)(=O)Nc3ccccc3)cc21,0,-6,0,-4.5%,-1%,-11,0,-2%,3%
O=C(CSc1nc2cc(C(=O)NC3CCCC3)ccc2c(=O)n1CC1CCCO1)c1ccc(F)cc1 (stereo not given),0,6,0,9.8%,0%,-3,4,-21%,3%
Cn1nc(C(=O)NCCc2ccc(Cl)cc2)c2c1-c1ccccc1SC2,5,-4,-2,0.9%,-4%,-9,-1,2%,5%
CC(C)Oc1cccc(C(=O)C2CCCN(C(=O)c3cc(C4CC4)[nH]n3)C2)c1 (stereo not given),nt,-9,9,-3.2%,-2%,-9,-7,1%,-6%
N=C1/C(=C/c2cccs2)C(=O)N=C2SN=C(SCc3ccccc3)N12,-4,-26,4,2.4%,5%,-18,-11,13%,-8%
COc1cccc(NC(=O)N2CCN(c3nnnn3-c3ccccc3)CC2)c1,5,14,4,0.5%,-3%,-2,8,?,5%
CC(=O)c1cccc(NC(=O)NNC(=O)c2ccc3ccccc3c2)c1,0,-6,3,0.2%,-3%,0,-4,2%,-10%
O=C(Cc1ccc(-n2c(=O)c3ccccc3n(Cc3cccc([N+](=O)[O-])c3)c2=O)cc1)NCC1CCCO1 (stereo not given),6,-3,4,1.1%,nt,nt,-6,nt,nt
CCOC(=O)c1c(C)[nH]c(C)c1C(=O)CSc1nc(N)cc(N)n1,0,0,2,0.5%,-4%,-3,-6,0%,-1%
CC(Oc1ccccc1)C(=O)Nc1nnc(C2CCCCC2)s1 (stereo not given),16,6,8,-1.0%,7%,0,-4,4%,-1%
CCCSc1nnc2c(n1)OC(c1ccc(Br)s1)Nc1ccccc1-2 (stereo not given),6,2,3,16%,-1%,9,0,1%,-4%
COc1ccc(NC(=O)CSCC(=O)Nc2sccc2C#N)cc1,-2,-7,1,0.7%,-4%,8,-3,-11%,-10%
CCOC(=O)c1c(C)[nH]c(C)c1C(=O)CSc1nnc(N)s1,-9,-4,3,-0.6%,-6%,-11,-4,13%,2%
Cc1ccc(CSCC(=O)N(C)CC(=O)Nc2ccccc2C(F)(F)F)cc1,-12,-1,4,1.8%,-5%,-4,-8,8%,-3%
CC(C)Cc1nnc(NC(=O)CN2C(=O)NC3(CC(C)CC(C)(C)C3)C2=O)s1 (stereo not given),3,20,0,0.8%,-5%,-2,-1,-8%,-1%
CC(C)(C)OC(=O)N1CCCC(C(=O)Nc2cccc(C(=O)NCCCCc3ccccc3)c2)C1 (stereo not given),nt,nt,nt,nt,0%,1,nt,10%,2%
O=C(CSc1nncc2ccccc12)Nc1cccc(C(=O)O)c1,16,23,2,0.0%,1%,-1,-4,0%,-2%
Cc1cc(C)n2cc(CSc3nnnn3-c3ccccc3)nc2n1,6,-8,0,2.9%,-5%,-1,6,3%,2%
CCOc1ccc(N2C(=O)CN=C2Nc2ccccc2F)cc1,-1,-6,0,1.9%,-3%,-13,6,2%,-4%
Cc1ccc(-c2csc(/C(C#N)=C/Nc3ccccc3SC(F)(F)F)n2)c(C)c1,-3,6,2,-2.4%,-5%,-1,-6,-14%,6%
O=C(Nc1cc2c(oc1=O)CCCC2=O)c1ccccc1,7,4,3,1.6%,4%,2,8,-5%,0%
CCC(C)(C)n1c(=O)[nH]c2c(c1=O)CCC2,-10,-9,0,1.0%,-2%,5,2,nt,0%
CCOC(=O)c1c(-c2ccc(C)o2)csc1NC(=O)CSc1ncn[nH]1,-4,4,1,0.6%,0%,11,-3,0%,0%
COc1ccc(/C=C(\C#N)C(=O)Nc2cc(S(=O)(=O)N3CCCCC3)ccc2N2CCCCC2)cc1,8,-3,2,0.2%,-4%,0,1,0%,-1%
CCCCNc1c(-c2ccc(OC)c(Sc3ccc(OC)cc3)c2)nc2cnccn12,nt,nt,nt,nt,-5%,-7,nt,3%,-19%
OC(CNC1CCCCCC1)COc1cccc2ccccc12 (stereo not given),-9,-15,45*,3.8%,-8%,-5,0,-4%,-6%
N#CC1=C(N)SC(C(=O)c2ccccc2)C1c1cccs1 (stereo not given),-14,-28,2,4.4%,-7%,-4,-4,0%,1%
Cc1cc(C)c(NC(=O)Cn2c(=O)n(CCC(=O)NCc3ccc4c(c3)OCO4)c(=O)c3ccccc32)c(C)c1,-4,-2,-1,1.6%,-2%,-8,0,0%,3%
Cc1cc2nnc(SCCCCN3C(=O)c4ccccc4C3=O)n2c2ccccc12,-9,37,0,3.7%,nt,nt,-6,nt,nt
O=C(NCCCO)C(=O)Nc1ccc2c(c1)N(S(=O)(=O)c1cccs1)CCC2,-5,-7,1,0.2%,-4%,0,-6,-9%,-17%
COc1ccc(C(=O)O/N=C(/C)c2cccs2)cc1,-2,-16,1,1.0%,3%,-2,-5,-7%,-10%
CCN(CC)S(=O)(=O)c1cccc(C(=O)Nc2sc3c(c2C(N)=O)CCCC3)c1,15,4,2,-0.1%,-3%,1,-2,2%,1%
O=C1C(=O)N(Cc2ccccc2)C(c2cccc(O)c2)/C1=C(\O)c1ccc2c(c1)OCCO2 (stereo not given),-7,-13,-1,?,-1%,2,-6,?,1%
Cc1ccc(S(=O)(=O)N2CCCC2)cc1C(=O)NCc1ccccn1,-8,-2,3,-1.1%,-5%,-12,-1,-4%,1%
Cc1ccc(NC(=O)COC(=O)c2cc(Cl)cc(Cl)c2)c(Br)c1,-13,6,3,3.9%,-1%,-3,-1,-22%,0%
COC(=O)CNC(c1ccccc1)c1cc(Br)ccc1N (stereo not given),8,-6,2,0.4%,-3%,-1,5,?,-3%
Cc1nnc(NC(=O)c2cccc(Br)c2)s1,22,-9,1,-0.1%,3%,-6,3,0%,-2%
CCCN1C(=O)C(Cc2nc3ccccc3c(=O)n2CC)c2cc(Br)ccc21 (stereo not given),10,9,0,-2.2%,-3%,4,-1,?,7%
CCC(C)(C)n1nnnc1C(c1ccc(OC)c(OC)c1)N1CCN(c2ccc(F)cc2)CC1 (stereo not given),2,-18,2,-0.7%,-2%,-3,-3,0%,-6%
Cn1c(=O)c2c(ncn2CC(=O)Nc2cccc(C(F)(F)F)c2)n(C)c1=O,4,22,5,?,2%,3,-1,0%,-5%
CC(=O)N1CCc2c(sc(NC(=O)c3ccc([N+](=O)[O-])o3)c2C#N)C1,nt,-7,0,9.7%,-5%,1,0,-17%,-20%

A portion of the library; rates above refer to the full screens.
